Tn6 DDE FP = disrupts Tn6 cyclic peptide binding to fibrin D-Dimer-E complex; P02675; Fibrin DD(E) TRITC-Tn6 fluorescence polarization displacement; inhibition, % at 8.3 µM; 370,000 compounds, 0.21% hits;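 active means inhibition above a per-campaign cutoff: mean of compounds within control limits plus 3 SD, cut at about 15% in these data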;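 further: 0% = median of all compound wells on the plate and 100% = blocking peptide control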
ADAM10 inh = inhibitors of human ADAM10 | O14672 | recombinant ADAM10, EDANS/DABCYL FRET peptide cleavage, 3 h | inhibition, % at 7 µM | 370,000 compounds, 0.62% hits | AID 720582;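 active means inhibition above a per-campaign cutoff equal to the mean of compounds falling between control-based bounds plus 3 SD, cut at about 20% in these data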;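 further: 0% = DMSO wells while the 100% control is not disclosed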
ARFGAP1 inhibitor = rat ARFGAP1 inhibition | inhibition, % at 16.5 µM | AID 651572 | Q62848 | 360,000 compounds, 0.26% hits | Arfgap1-stimulated ARF1 GTP hydrolysis, GDP FP detection;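 active means inhibition above a per-plate limit, mean inhibition of low control wells plus 3 SD, cut at about 25% in these data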;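 further: 0% = DMSO wells with enzyme and 100% = wells lacking Arfgap1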
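System: truncated rat Arfgap1 GAP domain / Medium: HEPES-based buffer, pH 7.5 / Also added: N-terminally truncated human ARF1-GTP substrate / Incubation: enzyme reaction 120 min at 25 °C after 20 min preincubation / Measured by: FP of antibody-bound GDP Alexa 633 tracer, ex 620/em 688 nm / Replicates: singlicate, each compound tested once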
TDP2 absorb = TDP2 (human) inhibition, absorbance primary screen; O95551; recombinant TDP2, T5PNP hydrolysis, p-nitrophenol absorbance 415 nm; inhibition, % at 12.8 µM; 370,000 compounds, 0.34% hits; AID 720702;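 active means inhibition above the mean of all tested compounds plus 3 SD, set per campaign, cut at about 25% in these data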;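 further: 0% = DMSO with enzyme and 100% = buffer with substrate but no TDP2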
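System – recombinant human TDP2 · Quantity – TDP2 enzyme at 120 nM final · Doses – single concentration, 12.8 µM nominal, with 1% DMSO · Incubation – 2 h at 37 °C · Measured by – epi absorbance of p-nitrophenol freed from T5PNP by hydrolysis · Read-out – % inhibition relative to enzyme-containing and enzyme-free wells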
PLC-gamma1 inh = blocks human PLC-gamma1 enzyme activity. P19174. purified PLC-gamma1, fluorogenic substrate, fluorescence. inhibition, % at 12.2 µM. 370,000 compounds, 0.84% hits. AID 720700; in the data active means inhibition above about 9.5%
ADAM17 inh = inhibits human ADAM17. P78536. recombinant ADAM17, EDANS/DABCYL FRET peptide cleavage. inhibition, % at 6.95 µM. 370,000 compounds, 0.83% hits;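 active means inhibition above the mean of compounds lying between control limits plus 3 SD, set per campaign, cut at about 8.5% in these data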;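 further: 0% = DMSO-only wells as the low control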
ASAP1 GAP inh = inhibitors of human ASAP1 ArfGAP activity; Q9ULH1; ASAP1-stimulated ARF1 GTP hydrolysis, GDP FP detection; inhibition, % at 16.5 µM; 360,000 compounds, 0.19% hits; AID 624377; in the data active means inhibition above about 25%;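 further: 0% = vehicle with enzyme and substrate and 100% = no enzyme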
PLC-beta3 inh = blocks human PLC-beta3 enzyme activity; Q01970; Purified PLC-beta3, fluorogenic substrate, fluorescence; inhibition, % at 12.2 µM; 370,000 compounds, 0.18% hits; AID 720704; in the data active means inhibition above about 11%;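 further: 0% = median of compound wells on plate and 100% = full blocker control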
DDE Tn7 FP inh = inhibitors of Tn7 peptide binding to human fibrin DD(E). P02675. FP displacement of FITC-Tn7 peptide from fibrin DD(E); 0% = median of compound wells per plate. inhibition, % at 8.3 µM. 370,000 compounds, 0.13% hits;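 active means inhibition above the mean of compounds falling within the control limits plus 3 SD of them, cut at about 14% in these data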;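 further: 0% = plate median of compound wells and 100% = 10 µM Aha-Tn7 peptide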
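assay system = human clot-derived fibrin DD(E) complex | quantity = Fibrin-DD(E) at 2 µM final | timing = 10 min preincubation, 3 h with tracer, room temperature | signal = fluorescence polarization | measure = percent inhibition | benchmarks = high control wells with 10 µM unlabelled Aha-Tn7 peptide (full inhibition) | replicates = singlicate testing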
SIAE primary = blocks human sialic acid acetylesterase; Q9HAT2; SIAE FP-Rh probe binding, fluorescence polarization; inhibition, % at 9.66 µM; 370,000 compounds, 0.69% hits; AID 1053197;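 active means inhibition above a cutoff: mean of compounds within the control limits plus 3 SD of those, cut at about 17% in these data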;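 further: 0% = plate median of compound wells and 100% = probe without SIAE protein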
The depositor's hits bear a star; & = joins results of further samples.

canonical_smiles	Tn6 DDE FP	ADAM10 inh	ARFGAP1 inhibitor	TDP2 absorb	PLC-gamma1 inh	ADAM17 inh	ASAP1 GAP inh	PLC-beta3 inh	DDE Tn7 FP inh	SIAE primary
Cc1cc(-c2nnc(-c3cccc(C(F)(F)F)c3)o2)no1	0	-2	9	-6	-2	-3	4	-8	-1	0
CCOc1cc(N2CCOCC2)c(OCC)cc1NC(=O)CSc1cccc[n+]1[O-]	3	-4	1	13	-1	-6	8	-1	5	10
CCC(C)NC(=O)Cn1cnc2sc(C)cc2c1=O (stereo not drawn)	-1	-2	-13	-2	0	-2	-2	3	7	1
COc1ccc([N+](=O)[O-])cc1NC(=O)Cc1ccccc1Cl	5	5	13	7	8	-4	-12	-6	9	-1
NNC(=O)C1CCN(S(=O)(=O)c2ccc(Cl)cc2)CC1	0	6	-11	9	-4	0	-4	-9	-2	-2
COc1ccc(C)cc1NC(=O)Nc1cnccn1	1	-13	1	5	0	-2	1	-4	-3	-2
CC(NC(=O)c1cccc(S(=O)(=O)N2CCc3ccccc32)c1)c1ccco1 (stereo not drawn)	-2	8	0	-2	2	-4	5	-9	2	5
CCCN1C(=O)C(O)(C2COC(C)(C)CC2=O)c2ccccc21 (stereo not drawn)	3	2	3	4	-1	-2	3	-4	5	-10

Record cards, as listed above. Order of screens: Tn6 DDE FP, ADAM10 inh, ARFGAP1 inhibitor, TDP2 absorb, PLC-gamma1 inh, ADAM17 inh, ASAP1 GAP inh, PLC-beta3 inh, DDE Tn7 FP inh, SIAE primary
`COc1ccc([N+](=O)[O-])cc1NC(=O)Cc1ccccc1Cl` as listed: 5, 5, 13, 7, 8, -4, -12, -6, 9, -1
`CCC(C)NC(=O)Cn1cnc2sc(C)cc2c1=O` (stereo not drawn) as listed: -1, -2, -13, -2, 0, -2, -2, 3, 7, 1

(next part)
canonical_smiles	Tn6 DDE FP	ADAM10 inh	ARFGAP1 inhibitor	TDP2 absorb	PLC-gamma1 inh	ADAM17 inh	ASAP1 GAP inh	PLC-beta3 inh	DDE Tn7 FP inh	SIAE primary
COc1cc2c(c(OC)c1OC)-c1c(cc3c(c1OC)OCO3)C[C@H](C)[C@@](C)(O)C2	1	2	4	4	1	-5	1	2	3	1
CNS(=O)(=O)c1cccc(C(=O)OCCCOC(=O)c2cccc(S(=O)(=O)NC)c2)c1	-1	-8	-11	5	5	-4	-8	-6	-6	8
CSc1nsc(SC)c1C(=O)NCCNS(=O)(=O)c1ccc(C)cc1	3	-6	9	-1	2	-2	1	2	7	1
O=C(COC(=O)c1ccc2ccccc2c1O)NCc1ccccc1	2	-45	10	-11	-11	-17	-18	-15	0	-1
O=S(=O)(Nc1nc2ccccc2s1)c1ccc(Br)s1	3	-6	5	5	-2	5	-6	-5	4	-3
O=C1NCCN/C1=C\C(=O)c1cccc(Br)c1	-8	2	-16	-5	2	-5	-5	-6	4	-1
COc1ccc(/C=N/OCc2nc3c4c(ncn3n2)Oc2ccc3ccccc3c2C4c2ccccc2)cc1 (stereo not drawn)	12	-1	-2	-12	-4	-2	-11	-1	7	2
CCOC(=O)C1=C(C)NC2=C(C(=O)OC2)C1c1ccccc1 (stereo not drawn)	-1	-92	12	-8	-27	-34	9	-32	1	10
Cc1nc(SCC(=O)Nc2cccnc2Cl)nc(C)c1C	-3	3	-1	-2	3	-1	-6	0	-7	2
CCCN(CCC)CC(O)Cn1cc(/C=C/C(=O)c2cccs2)c2ccccc21 (stereo not drawn)	-8	-6	2	-14	-430	-2	0	-463	-7	7
O=C(CSc1nc(C2CC2)nc2ccccc12)N1CCCCC1	-3	-2	0	-3	4	-1	15	-2	-2	-8
COc1ccc(S(=O)(=O)NN(C)C)cc1N(C)S(=O)(=O)c1ccc(Cl)cc1	0	-1	-2	3	2	1	4	-2	0	8
COc1ccc(CCNC(=O)c2ccc(NS(=O)(=O)c3ccc4[nH]c(=O)[nH]c4c3)cc2)cc1OC	-14	5	17	-2	-1	-8	-4	-7	0	-7
O=C(NNc1nc(-c2ccccc2)cs1)c1ccco1	-13	9	0	8	-4	4	-3	-4	-10	10
ON1C(c2ccccc2)CC2(O)c3nonc3CCC12 (stereo not drawn)	2	7	-4	0	1	-2	0	4	0	2
Cc1cccc(-c2noc(CNC(=O)Nc3ccc(F)cc3)n2)c1	2	7	-4	8	3	0	7	5	-2	-2
COc1cccc(NC(=O)COC(=O)CCn2c(C)csc2=O)c1	-6	2	-7	7	1	5	1	-2	5	-5
COc1ccc(NS(=O)(=O)c2ccc(NC(C)=O)cc2)nn1	-6	-2	-5	0	0	-4	-9	1	4	-9
Cc1ccc([C@H]2C[C@H](O)[C@@H](n3cc(C4CC4)nn3)CN2C(=O)C2CCCCC2)cc1	-4	1	11	-12	4	2	3	4	-4	-5
CCC(=O)Nc1c(-c2ccc(C)cc2)c(=O)c2ccccc2n1C	6	-51	-2	-4	-2	-12	11	-6	-5	1
C#CCNC(=O)C1=C[C@H](c2coc3ccccc3c2=O)C[C@H](OCCCCO)O1	8	0	0	1	2	-2	-11	-31	4	-7
Cc1ccc(OCC(=O)NNC(=O)CCC(=O)NCc2ccccc2)cc1	-1	-9	-2	-10	0	-3	2	2	6	-3
O=S(CC(O)c1ccccc1)c1ccccc1 (stereo not drawn)	-1	-16	0	3	0	-2	11	-3	-1	3
C/C(=N\NC(=O)c1ccccc1F)c1ccc(C#N)cc1	-4	-2	-6	-3	2	-1	1	4	-5	-1
COc1ccccc1C(=O)NNC(=O)c1ccc(Br)cc1	4	-4	-4	6	0	0	-5	-1	5	-3
CC(C)c1nnc(NC(=O)CCC2CCCCC2)s1	-7	0	6	-6	1	-3	-8	-5	1	-11
O=[N+]([O-])c1cccc(CNCc2ccccc2)c1	8	-1	3	-3	0	-2	-5	-6	0	-9
Cc1ccc(C(=O)Nc2ccc(S(=O)(=O)NC3=NCCCCC3)cc2)c(C)c1	4	-5	-2	8	1	-1	-5	3	1	0
CCn1c(=O)c2cc(C(=O)NCCOC)sc2c2ccccc21	0	-197	4	-9	-14	-70	5	-25	-5	0
COc1ccc(N2CCN(S(=O)(=O)c3ccc4c(c3)N(C(C)=O)CCO4)CC2)cc1	1	-2	16	-6	0	0	3	-8	1	1
COCC[N+]1(C)CCCCC1	-6	-2	-5	5	0	-1	-10	1	3	-4
C=C(C)Cn1c(CCNC(=O)CCC)nc2ccccc21	-6	2	4	0	4	1	7	3	-2	8

6 compounds out of the list, sorted by formula weight, ascending.
canonical_smiles	Tn6 DDE FP	ADAM10 inh	ARFGAP1 inhibitor	TDP2 absorb	PLC-gamma1 inh	ADAM17 inh	ASAP1 GAP inh	PLC-beta3 inh	DDE Tn7 FP inh	SIAE primary
O=[N+]([O-])c1cccc(CNCc2ccccc2)c1	8	-1	3	-3	0	-2	-5	-6	0	-9
C=C(C)Cn1c(CCNC(=O)CCC)nc2ccccc21	-6	2	4	0	4	1	7	3	-2	8
CCn1c(=O)c2cc(C(=O)NCCOC)sc2c2ccccc21	0	-197	4	-9	-14	-70	5	-25	-5	0
COc1ccccc1C(=O)NNC(=O)c1ccc(Br)cc1	4	-4	-4	6	0	0	-5	-1	5	-3
Cc1ccc(C(=O)Nc2ccc(S(=O)(=O)NC3=NCCCCC3)cc2)c(C)c1	4	-5	-2	8	1	-1	-5	3	1	0
COc1ccc(N2CCN(S(=O)(=O)c3ccc4c(c3)N(C(C)=O)CCO4)CC2)cc1	1	-2	16	-6	0	0	3	-8	1	1

(next part)
canonical_smiles	Tn6 DDE FP	ADAM10 inh	ARFGAP1 inhibitor	TDP2 absorb	PLC-gamma1 inh	ADAM17 inh	ASAP1 GAP inh	PLC-beta3 inh	DDE Tn7 FP inh	SIAE primary
COc1ccc(S(=O)(=O)NC(=O)C2(C)CCN2C(=O)C2CCCCC2)cc1OC (stereo not drawn)	-2	-4	14	-1	3	0	-6	7	-1	6
O=C(c1ccc2[nH]c(=O)c(=O)[nH]c2c1)N1CCc2ccccc21	0	-10	13	-7	-3	-1	6	-13	-2	2
Cc1c(Cc2ccccc2)c(NCCCO)n2c(nc3ccccc32)c1C#N	-4	-65	11	10	-209	-31	-8	-283	4	8
C=CCOc1ccc(/C=N\NC(N)=S)cc1	10	0	1	12	2	1	-5	1	-8	8
CC/C(=C(\c1ccccc1)c1ccc(OCCN(C)C)cc1)c1ccccc1	7&-6	-1&14	4&1	-4&-7	2&1	-5&1	-9&1	-3&3	3&8	-10&8
CC(C)(C)OC(=O)C[C@H]1C/C=C\C[C@H](CC(=O)N[C@H](CO)Cc2ccccc2)C(=O)N2CCC[C@H]2COC1=O	10	-1	2	-7	1	-4	-17	3	2	2
Cn1cnc([N+](=O)[O-])c1Sc1ccc(C(C)(C)C)cc1	7	-3	4	-2	3	-3	-2	-6	1	-2
